Screening results as filed in PubChem BioAssay.
LRH-1 inv ag = NR5A2 inverse agonism in reporter assay; O00482; HEK293T StAR-luciferase reporter, LRH-1 transfected, 24 h; inhibition, % at 3.6 µM; 360,000 compounds, 0.13% hits; AID 602396;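 active = inhibition above the mean inhibition of all tested compounds plus 3 SD, cut at about 73% in these data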;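 note: 0% = DMSO wells and 100% = reporter-only cells lacking LRH-1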
MC4R ag barr = activates human MC4R beta-arrestin recruitment; U2OS MC4R beta-arrestin complementation, luminescence; percent of melanotan II response, DMSO zero; 360,000 compounds, 0.98% hits; P32245; activation, % at 8.9 µM;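 active = activation above a per-plate cutoff, the mean activation of sample wells on that plate plus 3 SD, cut at about 8% in these data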
LMP1 NFkB inh = reduces LMP1-driven NF-kappaB luciferase signal. LMP1-induced NF-kappaB luciferase reporter cells, luminescence. inhibition, % at 12.5 µM. 350,000 compounds, 0.69% hits; in the data active = inhibition above about 41%;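 note: 0% = neutral control wells and 100% = reference inhibitor control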
TLR9-MyD88 block = TLR9-MyD88 interaction inhibition. CHO BLA complementation TLR9-MyD88, CCF4 FRET ratio. inhibition, % at 4.98 µM. Q9NR96+Q99836. 340,000 compounds, 0.21% hits;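 active = inhibition above the mean over all tested compounds plus 3 SD, cut at about 21% in these data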;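 note: 0% = DMSO only wells and 100% = clavulanate BLA inhibitor control wells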
NCOA1 inh = inhibitors of human steroid receptor coactivator 1 (SRC1); Q15788; HEK293 GAL4-SRC1 luciferase reporter, luminescence; inhibition, % at 3.6 µM; 360,000 compounds, 0.12% hits;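 active = inhibition above the campaign mean plus 3 SD, with each screening campaign given its own cutoff, cut at about 60% in these data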;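 note: 0% = DMSO treated cells and 100% = gossypol at 36 µM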
NOD2-RIPK2 inh = blocks binding of human NOD2 to RIPK2; AID 624267; O43353; CHO BLA complementation NOD2-RIPK2, CCF4 ratio; 360,000 compounds, 0.38% hits; inhibition, % at 4.98 µM; in the data active = inhibition above about 21%;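 note: 0% = vehicle only and 100% = reference blocker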
NR2F2 inh = blocks human COUP-TFII nuclear receptor; 370,000 compounds, 0.7% hits; inhibition, % at 8.6 µM; HEK293T NGFI-A luciferase reporter, luminescence;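 active = inhibition above a per-plate cutoff, mean inhibition of test wells between control levels plus 3 SD, cut at about 38% in these data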;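 note: cells cotransfected with COUP-TFII expression vector driving the NGFI-A reporter; 0% = median of COUP-TF2 test wells and 100% = reporter-only cells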
MC4R antag cAMP = antagonists of human melanocortin 4 receptor (MC4R); inhibition, % at 6.5 µM; P32245; MC4R-expressing cells, MTII-stimulated cAMP, LANCE TR-FRET; 360,000 compounds, 0.48% hits;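 active = inhibition above its plate's cutoff, the mean of tested wells on that plate plus 3 SD, cut at about 29% in these data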;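 note: 0% = Melanotan II alone and 100% = Melanotan II plus saturating MCL0020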
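Material: U2OS-MC4R stable cell line | Reagent: Melanotan II challenge after compound preincubation | Doses: One concentration, 6.5 µM nominal | Incubation: 30-min compound preincubation, 1-h Melanotan II challenge, 1-h detection, room temperature | Signal: TR-FRET cAMP assay | Replicates: One well per compound, no replicates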
ABHD5-PLIN5 inh = blocks binding of human ABHD5 to perilipin-5; Q00G26+Q8WTS1; Split G. princeps luciferase complementation, luminescence, 4 h; inhibition, % at 4 µM; AID 602281; 360,000 compounds, 0.78% hits;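 active = inhibition above the mean inhibition across every tested compound plus 3 SD, cut at about 22% in these data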;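 note: 0% = DMSO only wells and the 100% control is not disclosed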
NCOA3 inh = inhibits human SRC3 coactivator. Q9Y6Q9. 360,000 compounds, 0.17% hits. HEK293 GAL4-SRC3 luciferase reporter, luminescence. inhibition, % at 3.6 µM;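 active = inhibition above a per-campaign cutoff, the mean of all compounds plus 3 SD, cut at about 60% in these data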;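 note: 0% = DMSO-treated cells and 100% = gossypol-treated cells at 36 µM; higher means less SRC3-driven luciferase light from the GAL4 reporter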
NCOA2 inhibitor = inhibits human steroid receptor coactivator 2; inhibition, % at 9 µM; 370,000 compounds, 0.17% hits; HEK293 GAL4-SRC2 luciferase reporter, luminescence; Q15596;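 active = inhibition above the mean inhibition of all tested compounds plus 3 SD, set per campaign, cut at about 52% in these data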;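 note: 0% = DMSO treated cells and 100% = cells given Gossypol at 36 µM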
Target sequence (Q15596 whole entry, looked up, the tested form may be a part): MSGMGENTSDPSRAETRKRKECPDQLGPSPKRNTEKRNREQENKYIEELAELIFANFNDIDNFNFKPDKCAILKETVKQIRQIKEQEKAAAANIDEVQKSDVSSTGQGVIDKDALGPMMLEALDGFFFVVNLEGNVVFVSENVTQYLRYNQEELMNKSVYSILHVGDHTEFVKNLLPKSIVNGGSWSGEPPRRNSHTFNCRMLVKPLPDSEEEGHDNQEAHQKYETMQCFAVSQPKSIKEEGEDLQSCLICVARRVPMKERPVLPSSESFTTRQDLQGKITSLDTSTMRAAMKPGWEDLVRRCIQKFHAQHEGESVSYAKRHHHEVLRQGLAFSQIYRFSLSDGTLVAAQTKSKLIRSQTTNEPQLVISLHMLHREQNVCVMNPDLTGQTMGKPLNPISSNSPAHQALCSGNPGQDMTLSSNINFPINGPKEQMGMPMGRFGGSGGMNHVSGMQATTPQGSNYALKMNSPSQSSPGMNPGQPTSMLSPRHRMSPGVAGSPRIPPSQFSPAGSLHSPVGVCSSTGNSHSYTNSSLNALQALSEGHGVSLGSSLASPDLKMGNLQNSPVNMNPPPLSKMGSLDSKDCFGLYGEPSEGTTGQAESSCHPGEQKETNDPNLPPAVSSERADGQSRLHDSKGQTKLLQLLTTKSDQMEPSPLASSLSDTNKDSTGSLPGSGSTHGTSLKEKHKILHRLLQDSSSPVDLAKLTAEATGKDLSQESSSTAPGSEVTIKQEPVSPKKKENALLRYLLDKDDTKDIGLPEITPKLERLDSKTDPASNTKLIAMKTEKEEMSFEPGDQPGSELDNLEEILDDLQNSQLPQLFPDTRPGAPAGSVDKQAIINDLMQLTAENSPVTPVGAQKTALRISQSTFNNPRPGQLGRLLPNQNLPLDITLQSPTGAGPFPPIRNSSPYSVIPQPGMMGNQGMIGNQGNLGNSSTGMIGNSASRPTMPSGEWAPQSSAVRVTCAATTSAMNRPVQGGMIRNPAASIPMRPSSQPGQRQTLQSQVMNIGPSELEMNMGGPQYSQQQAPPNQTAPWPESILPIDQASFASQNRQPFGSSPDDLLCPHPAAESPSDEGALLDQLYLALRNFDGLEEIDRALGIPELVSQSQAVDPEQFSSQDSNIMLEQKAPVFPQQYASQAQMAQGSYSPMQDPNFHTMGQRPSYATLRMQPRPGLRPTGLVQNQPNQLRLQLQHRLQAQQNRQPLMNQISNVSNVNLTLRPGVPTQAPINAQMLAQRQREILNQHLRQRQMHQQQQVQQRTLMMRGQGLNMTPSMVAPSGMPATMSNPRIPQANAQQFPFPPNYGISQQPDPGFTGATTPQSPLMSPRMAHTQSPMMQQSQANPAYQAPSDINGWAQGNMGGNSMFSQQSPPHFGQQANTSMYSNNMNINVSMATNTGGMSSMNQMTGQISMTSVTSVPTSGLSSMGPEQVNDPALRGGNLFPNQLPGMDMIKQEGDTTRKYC
* = called active by the depositor; . = no result given. An excerpt; the hit share may differ from the screen's.

| LRH-1 inv ag | MC4R ag barr | LMP1 NFkB inh | TLR9-MyD88 block | NCOA1 inh | molecule | NOD2-RIPK2 inh | NR2F2 inh | MC4R antag cAMP | ABHD5-PLIN5 inh | NCOA3 inh | NCOA2 inhibitor |
| --- | --- | --- | --- | --- | --- | --- | --- | --- | --- | --- | --- |
| -11 | -1.7 | -4 | -3 | -8 | CCOC(=O)C(C)n1cnc2c(nnn2-c2ccc(OC)cc2)c1=O (stereo not given) | 7 | 0 | 3 | -2 | 5 | -1 |
| -15 | -1.2 | 4 | -3 | -6 | CC(C)N(C)Cc1nnnn1CC(=O)N(C)Cc1cccc(Cl)c1 | 0 | 18 | 16 | 3 | 7 | 11 |
| 17 | -2.0 | -5 | -2 | 2 | COc1cccc(C2NC(=O)c3sc(=S)n(-c4ccccc4)c3N2)c1 (stereo not given) | -15 | -3 | 2 | -3 | 16 | 9 |
| 12 | -3.4 | 9 | 0 | -11 | COc1ccc(/C=C2\SC(=NCc3ccccc3)NC2=O)cc1 | -5 | 9 | 3 | -7 | 19 | -35 |
| -58 | -0.2 | -28 | -12 | -54 | c1ccc(Cc2cc(-c3ccccc3)on2)cc1 | -8 | -38 | 3 | -1 | -54 | -41 |
| 18 | -1.8 | -4 | -4 | 1 | CCN(CC)C(=O)CN(C#N)c1nc(C)cc(C)n1 | 1 | 3 | 2 | 2 | 18 | 16 |
| -6 | -1.0 | 3 | -4 | 1 | NC(=O)c1cccc(-c2cccc(OC(=O)NC3CCCCC3)c2)c1 | -12 | 8 | -1 | -1 | -7 | -10 |
| 0 | . | . | . | . | COC(=O)[C@@]12C[C@@H](CC(=O)NCc3cccc(C(F)(F)F)c3)C(=O)N(Cc3cccc4ccccc34)C1=CCC(C)(C)C2 | -5 | -8 | . | -1 | . | -8 |
| 22 | 0.5 | . | . | 10 | CC1(C(=O)Nc2ccc3nc[nH]c3c2)CCN1C(=O)Cc1ccc(-c2ccccc2)cc1 (stereo not given) | 5 | 32 | 3 | -3 | 3 | -2 |
| -9 | -2.2 | -9 | 1 | 6 | Cc1ccccc1NC(=S)NC(=O)c1cncc(Br)c1 | -7 | -3 | 9 | -3 | -6 | 8 |
| 7 | -1.0 | -1 | 3 | 1 | Cc1cc(OCC(=O)NCC(O)c2ccccc2)c2c(C)cc(=O)oc2c1 (stereo not given) | 1 | -14 | 4 | -1 | -21 | 15 |
| 24 | -3.8 | -4 | 0 | -6 | CCN(CC(=O)NCc1ccc(Cl)cc1)C(=O)CCC(=O)c1ccc(C)cc1 | 0 | -9 | 14 | -8 | -7 | -8 |
| -15 | -0.9 | -18 | 5 | -25 | CC(C)Cn1cc(C(=O)NCCCN2CCC(C)CC2)c2c3ccccc3n(C)c2c1=O | 9 | -2 | 14 | 5 | 3 | 11 |
| -1 | -2.3 | -1 | 15 | -3 | CCOc1cc(CN2CCC(n3nccc3NC(=O)C3CC3)CC2)ccc1O | 4 | 11 | 4 | -3 | 13 | -3 |
| 4 | 1.0 | 0 | -8 | -17 | Cc1ccc2nc(NCc3ccco3)c(C=NCc3ccco3)c(=O)n2c1 | -9 | 19 | 3 | 2 | -14 | 3 |
| -6 | 3.8 | -5 | -2 | 2 | COCCN(C(=O)CSc1n[nH]c(-c2ccccc2)n1)c1c(N)n(CC(C)C)c(=O)[nH]c1=O | -4 | -33 | -3 | 10 | -4 | -23 |
| -10 | -1.7 | 0 | 6 | -31 | CC(C)=N/N=C1\NC(=O)C(C)S1 (stereo not given) | -6 | 5 | 0 | 0 | -23 | -57 |
| 4 | 0.4 | 3 | -12 | -1 | Cc1[nH]c2ccccc2c1C(=O)CN1CCN(C/C=C/c2ccccc2)CC1 | -1 | -3 | -6 | 5 | -19 | 10 |
| 23 | -2.1 | 28 | -10 | 27 | Cc1ccc(C(=O)c2cccc(N)c2)cc1C | 6 | 72* | 13 | -2 | 32 | 80* |
| -4 | -0.7 | -6 | -3 | -17 | CCN(CC)S(=O)(=O)c1ccc(/C=C/C(=O)Nc2ccc(F)cc2F)cc1 | 4 | 50* | 12 | -12 | 6 | -11 |
| -16 | -0.8 | -9 | 4 | -5 | CCn1c2ccccc2c2cc(NC(=O)c3ccco3)ccc21 | -3 | -7 | -6 | -2 | -20 | -25 |
| 10 | -0.2 | 12 | -2 | -6 | CCOC(=O)c1cnc(-n2cc(C)cn2)nc1Nc1ccccc1OC | -11 | -21 | 16 | -1 | -2 | -25 |
| 1 | -0.7 | 10 | 6 | -12 | CCC(=O)OC1(C)C(=O)C2=COC(c3ccc(OC)cc3)=CC2=C(Br)C1=O (stereo not given) | -5 | 13 | 16 | 5 | -11 | -20 |
| -31 | . | . | . | . | Cc1ccc(OCc2nc3ccccc3n2C(C(=O)NC(C)(C)C)c2ccncc2)cc1 (stereo not given) | 7 | -11 | . | 6 | . | -27 |
| -13 | -1.0 | -33 | 1 | -3 | CCOc1ccc2[nH]c(=O)c(C(c3nnnn3Cc3ccco3)N3CCCC(C)C3)cc2c1 (stereo not given) | -2 | -10 | 4 | 6 | -23 | -13 |
| 5 | -0.5 | . | . | 7 | CCCNC(=O)C1(C)CCCN(Cc2cccs2)C1 (stereo not given) | -7 | -8 | 3 | 8 | 11 | 16 |
| -10 | 0.4 | 3 | -1 | 3 | Cc1cc(C)cc(N2C(=O)CC(Sc3nnnn3-c3ccccc3)C2=O)c1 (stereo not given) | 2 | -9 | 27 | 19 | -18 | -30 |
| -7 | -0.1 | -3 | 10 | -16 | COc1ccccc1NC(=O)CCn1c(=O)sc2ccccc21 | 3 | 3 | 10 | 4 | 10 | 1 |
| -25 | -4.0 | -6 | -3 | 2 | COCCSc1nc(N)c(NC(=O)c2ccco2)c(=O)[nH]1 | -9 | -21 | -6 | -6 | -16 | -11 |
| 11 | -0.7 | -10 | -6 | 16 | CC1CC1C(=O)N1CCN(S(=O)(=O)c2cc(C(F)(F)F)cc(C(F)(F)F)c2)CC1 (stereo not given) | -2 | -16 | 6 | -7 | 6 | 3 |
| -3 | 1.2 | 0 | -10 | -4 | COc1ccc2nc(N(CCN(C)C)C(=O)c3ccc4c(c3)OCCO4)sc2c1 | -6 | -8 | 5 | 12 | 13 | -25 |
| -143 | 1.1 | 13 | 4 | -91 | Cc1ccc(NC(=O)/C=C/c2cccs2)c([N+](=O)[O-])c1 | -5 | -45 | -18 | -4 | -88 | -55 |
| -1 | 0.0 | -1 | 10 | -20 | CCc1cccc(CN2CCC(CNC(=O)Nc3ccc(Cl)cc3)CC2)c1 | -4 | 10 | 6 | 10 | 13 | -1 |
| -29 | -2.5 | 7 | -4 | -11 | COc1ccccc1NC(=O)C1=C(C)NC2=C(C(=O)CC(c3ccc(OC)c(OC)c3)C2)C1c1coc2ccccc2c1=O (stereo not given) | 6 | 12 | 7 | -2 | 14 | 9 |
| -9 | -2.3 | 15 | 3 | -14 | Cc1ccc(-c2nc3sc4c(c3c(=O)n2N)CC(C)(C)OC4)cc1 | -7 | 1 | -7 | -6 | 12 | 9 |
| -14 | -1.1 | 3 | -12 | -1 | Cc1ccc(CNC(=O)CCS(=O)(=O)Cc2ccc(C)cc2)cc1 | 1 | 8 | -1 | 0 | 7 | 2 |
| 0 | -1.2 | -3 | -5 | 4 | CCOC(=O)N1CCN(S(=O)(=O)c2cc(Cl)ccc2Cl)CC1 | 6 | 4 | -4 | -7 | 0 | -13 |
| -10 | -1.6 | 1 | 1 | -12 | Cc1ccc(CNC(=O)C2CCCN(S(=O)(=O)c3c(C)n[nH]c3C)C2)cc1 (stereo not given) | -12 | -12 | -1 | -10 | 12 | 5 |
| 16 | -1.4 | 63* | 2 | -1 | Cc1cccc(C)c1NC(=O)CN(C)CC(=O)Nc1ccccc1Oc1ccccc1 | 6 | 9 | 4 | 1 | 5 | 18 |
| -41 | 1.1 | -15 | 1 | -29 | CN(CCC1CCOCC1)Cc1cn[nH]c1-c1ccc(-c2ccccc2)cc1 | 1 | -5 | 3 | 7 | -46 | -47 |
| -7 | -0.4 | 6 | -3 | 9 | CCC(=O)N1CCc2cc(OC)c(OC)cc2C1COc1ccc(OC)cc1 (stereo not given) | -5 | 13 | 8 | 0 | 10 | -30 |
| 9 | -0.4 | -2 | 5 | 0 | COc1ccc(OCC(=O)N2N=C(C)CC2(O)C(F)(F)F)cc1 (stereo not given) | 8 | -3 | 21 | 3 | 3 | 18 |
| -13 | 7.7 | -8 | -8 | -29 | O=C(O)CC1(CC(=O)Nc2ccccc2Br)CCCC1 | -3 | -4 | -2 | 12 | 17 | -13 |
| -2 | -1.2 | -3 | -8 | -12 | CCS(=O)(=O)C1=NSC2=NC(=O)/C(=C\c3ccc(OC(=O)c4ccco4)cc3)C(=N)N21 | -2 | 1 | 1 | -9 | -7 | 15 |
| 14 | 0.9 | 6 | -4 | -3 | Cc1occc1C(=O)Nc1ccccc1C#N | -29 | -8 | -1 | 13 | 7 | -17 |
| 8 | 6.6 | -2 | 3 | -7 | O=C(Nc1ccccc1)OCc1cn(-c2ccc(Cl)cc2)nn1 | 5 | 15 | 5 | -10 | 8 | 13 |
| -2 | -2.3 | 7 | -4 | -5 | CC(CCc1ccccc1)NC(=O)COC(=O)c1ccccc1O (stereo not given) | -15 | 4 | 7 | -1 | 2 | -12 |
| -2 | . | . | . | . | CCCCC[C@H](C)N1C[C@@H](COCc2ccccc2)Oc2cc(N3CCC[C@H]3C(N)=O)ccc2S1(=O)=O | -5 | -6 | . | 13 | . | -12 |
| 5 | -3.2 | -38 | 2 | -1 | Cc1ccc(-n2ccnc2SCC(=O)c2c(N)n(C3CC3)c(=O)[nH]c2=O)cc1C | 10 | -14 | 16 | -2 | -6 | 1 |
| 21 | -2.0 | -2 | 9 | 1 | O=[N+]([O-])c1ccc(N2CCCC2)c([N+](=O)[O-])c1 | -1 | 8 | -2 | -2 | -7 | 9 |
| -4 | -1.8 | . | . | 3 | CCc1nc2c(OCC(=O)N(C)C)cccn2c1N(C=O)Cc1ccc(OC)cc1 | 10 | 10 | -2 | 0 | 10 | -19 |
| -60 | -2.3 | -28 | -18 | -163 | O=C(NC(=S)Nc1ncc(Br)cc1Br)c1ccccc1 | 1 | -11 | -3 | 6 | -79 | -17 |

Only TLR9-MyD88 block, for 3 of the compounds above:
SMILES	TLR9-MyD88 block
O=C(O)CC1(CC(=O)Nc2ccccc2Br)CCCC1	-8
CCS(=O)(=O)C1=NSC2=NC(=O)/C(=C\c3ccc(OC(=O)c4ccco4)cc3)C(=N)N21	-8
Cc1occc1C(=O)Nc1ccccc1C#N	-4
